Source: PubChem BioAssay
IDE exosite inh = exo-site inhibitors of human IDE, primary screen, biochemical, fluorescence anisotropy, probe displacement; Insulin-degrading enzyme (Homo sapiens), P14735; purified IDE, FL-6b probe fluorescence polarization; hits give low values; hit rate 6.3% among 17,000; z-score at 20 µM;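 active = z-score of -3 or lower, meaning strong loss of probe binding signal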;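 note: His-tagged human IDE residues 42-1019 made in E. coli with 30 nM FL-6b probe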
Target sequence (P14735 42-1019 limits assumed): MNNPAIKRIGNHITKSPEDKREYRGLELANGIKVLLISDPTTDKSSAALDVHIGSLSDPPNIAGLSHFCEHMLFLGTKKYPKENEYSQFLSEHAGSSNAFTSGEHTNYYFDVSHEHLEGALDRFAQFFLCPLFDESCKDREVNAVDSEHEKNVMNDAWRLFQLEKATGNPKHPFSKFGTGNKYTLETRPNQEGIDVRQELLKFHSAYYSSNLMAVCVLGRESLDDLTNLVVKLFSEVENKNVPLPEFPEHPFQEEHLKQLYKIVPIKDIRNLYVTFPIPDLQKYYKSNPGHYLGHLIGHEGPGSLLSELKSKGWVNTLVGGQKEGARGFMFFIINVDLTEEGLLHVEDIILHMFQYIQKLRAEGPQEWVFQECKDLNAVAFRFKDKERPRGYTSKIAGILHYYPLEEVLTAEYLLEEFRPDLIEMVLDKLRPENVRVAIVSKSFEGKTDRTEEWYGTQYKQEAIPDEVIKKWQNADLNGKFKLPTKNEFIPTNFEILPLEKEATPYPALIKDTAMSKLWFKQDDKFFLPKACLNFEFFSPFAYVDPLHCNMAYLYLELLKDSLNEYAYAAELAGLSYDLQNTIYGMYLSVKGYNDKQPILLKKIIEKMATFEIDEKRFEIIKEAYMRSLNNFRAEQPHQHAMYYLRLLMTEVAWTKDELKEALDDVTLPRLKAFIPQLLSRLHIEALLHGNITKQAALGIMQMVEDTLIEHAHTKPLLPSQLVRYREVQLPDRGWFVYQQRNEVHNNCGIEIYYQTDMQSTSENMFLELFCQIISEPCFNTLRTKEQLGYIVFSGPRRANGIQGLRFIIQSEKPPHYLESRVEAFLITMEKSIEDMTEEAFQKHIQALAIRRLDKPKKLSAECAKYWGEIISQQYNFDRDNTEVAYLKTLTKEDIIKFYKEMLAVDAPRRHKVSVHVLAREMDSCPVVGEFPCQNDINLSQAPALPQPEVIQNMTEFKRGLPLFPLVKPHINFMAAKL
Numbers without * were called inactive; & = joins results of further samples; ! = not confirmed by another sample. The list is partial; count on the stated rates, not on these rows.

| smiles | IDE exosite inh |
| --- | --- |
| O=C(Cc1ccccc1)N1CC(=O)N2[C@H](C1)[C@@H](c1ccc(C3=CCCC3)cc1)[C@@H]2CO | 0.99 |
| O=C(c1ccncc1)N1CC(=O)N2[C@@H](CO)[C@@H](c3ccc(-c4ccccc4F)cc3)[C@@H]2C1 | -1.6 |
| O=C(C[C@@H]1CC[C@H]2NC[C@@H](O)COC[C@@H]2O1)NCCN1CCCCC1 | -1.6 |
| N#C[C@H]1[C@@H](c2ccccc2)[C@H](CO)N1C(=O)c1cccnc1 | 3.6 |
| N#C[C@H]1[C@@H](c2ccc(C#Cc3ccccc3F)cc2)[C@H](CO)N1C(=O)c1cccnc1 | -1.9 |
| COc1ccc(NC(=O)N2CCCCN3[C@H](C2)[C@H](c2ccc(C#Cc4ccccn4)cc2)[C@@H]3CO)cc1 | -0.99 |
| O=C(Nc1cc(F)ccc1F)N1CCCCN2[C@H](C1)[C@@H](c1ccc(-c3ccncc3)cc1)[C@@H]2CO | 2.5 |
| COc1cccc(CN2[C@@H](CO)[C@H](c3ccccc3)C23CN(C(=O)C2CCCCC2)C3)c1 | 0.73 |
| O=C1CCCCn2cc(nn2)COC[C@@H](Cc2ccccc2)N1 | 0.65 |
| C/C=C/c1ccc(C2[C@H]3CNC[C@@H]2N3C(=O)Nc2ccc3c(c2)OCO3)cc1 (some centres undefined) | -0.41&1.2 |
| CN(C)CCCNC(=O)C[C@H]1CC[C@@H]2[C@H](COC[C@@H](O)CN2Cc2cccc(C(F)(F)F)c2)O1 | 0.46 |
| COc1ccccc1CNC(=O)C[C@@H]1C=C[C@H](NC(=O)CC2CC2)[C@H](CO)O1 | -0.44 |
| CCS(=O)(=O)N1CC(=O)N2[C@H](CO)[C@@H](c3ccc(C#CC4CC4)cc3)[C@H]2C1 | 2.3 |
| COc1ccc(C#Cc2ccc([C@H]3[C@H](CO)N4C(=O)CN(C(=O)c5ccccc5)C[C@@H]34)cc2)cc1 | 1.9 |
| CN(C)C(=O)c1ccc(-c2ccccc2[C@@H]2[C@@H](C#N)N(C(=O)C3CC3)[C@@H]2CO)cc1 | 1.2 |
| COc1ccc(S(=O)(=O)N2CC[C@@H]3[C@@H](CO)Nc4ccc(Br)cc4[C@@H]32)cc1 | 1.2 |
| Cc1ccc(NC(=O)Nc2ccc3c(c2)C(=O)N(C)[C@@H]2CC[C@@H](CC(=O)NCC(F)(F)F)O[C@@H]2CO3)cc1 | 0.27 |
| COc1cccc(S(=O)(=O)N2C[C@@H](O)COC[C@@H]3O[C@H](CC(=O)NCCCN4CCOCC4)CC[C@H]32)c1 | 0.45 |
| O=C(CCN1CCCCC1)NCC[C@H]1CC[C@@H](NS(=O)(=O)c2cccc(Cl)c2)[C@@H](CO)O1 | 0.34 |
| C[C@@H]1CN([C@H](C)CO)C(=O)CCCn2nncc2CO[C@@H]1CN(C)C(=O)Nc1ccnc(N2CCOCC2)c1 | -0.61 |
| N#Cc1ccc(-c2ccc([C@@H]3[C@H](CO)N4C(=O)CN(C(=O)C5CCC5)C[C@@H]34)cc2)cc1 | 4.4 |
| CN1C[C@@H]2[C@H](c3ccccc31)[C@H](CO)N2C(=O)C1CCOCC1 | 2.2 |
| O=C(NCC[C@@H]1CC[C@@H](NS(=O)(=O)c2ccc(F)cc2)[C@H](CO)O1)c1ccc2c(c1)OCO2 | 1.3 |
| CCCC(=O)N1CCC2(CC1)CN(C(=O)C1CCC1)[C@@H](CO)c1[nH]c3cc(OC)ccc3c12 | -1.4 |
| COc1ccc([C@@H]2C/C=C\C[C@H](c3ccc4c(c3)OCO4)NC(=O)[C@H](c3ccccc3)CC(=O)N2)c(OC)c1 | -0.23 |
| N#Cc1cccc(-c2ccc([C@@H]3[C@@H](CO)N4CCCCN(C(=O)Nc5ccc(F)cc5)C[C@@H]34)cc2)c1 | 3.8 |
| O=C([C@H]1[C@H](CO)[C@H]2Cn3c(cccc3=O)[C@@H]1N2)N1CCc2ccccc2C1 | 0.9 |
| CCS(=O)(=O)N1CC(=O)N2[C@H](CO)[C@@H](c3ccc(-c4ccccc4F)cc3)[C@@H]2C1 | -11* |
| CCS(=O)(=O)N1CC(=O)N2[C@H](CO)[C@@H](c3ccc(-c4cccc(F)c4)cc3)[C@@H]2C1 | -3.2* |
| CO[C@H]1CC[C@@H]2CCOc3ccc(C#N)cc3C(=O)N(C)C[C@@H](c3ccccc3)CC(=O)N(C)C[C@H]1O2 | -0.95 |

Structures listed so far that have an aryl methoxy group (eight):
| smiles | IDE exosite inh |
| --- | --- |
| COc1ccc(NC(=O)N2CCCCN3[C@H](C2)[C@H](c2ccc(C#Cc4ccccn4)cc2)[C@@H]3CO)cc1 | -0.99 |
| COc1cccc(CN2[C@@H](CO)[C@H](c3ccccc3)C23CN(C(=O)C2CCCCC2)C3)c1 | 0.73 |
| COc1ccccc1CNC(=O)C[C@@H]1C=C[C@H](NC(=O)CC2CC2)[C@H](CO)O1 | -0.44 |
| COc1ccc(C#Cc2ccc([C@H]3[C@H](CO)N4C(=O)CN(C(=O)c5ccccc5)C[C@@H]34)cc2)cc1 | 1.9 |
| COc1ccc(S(=O)(=O)N2CC[C@@H]3[C@@H](CO)Nc4ccc(Br)cc4[C@@H]32)cc1 | 1.2 |
| COc1cccc(S(=O)(=O)N2C[C@@H](O)COC[C@@H]3O[C@H](CC(=O)NCCCN4CCOCC4)CC[C@H]32)c1 | 0.45 |
| CCCC(=O)N1CCC2(CC1)CN(C(=O)C1CCC1)[C@@H](CO)c1[nH]c3cc(OC)ccc3c12 | -1.4 |
| COc1ccc([C@@H]2C/C=C\C[C@H](c3ccc4c(c3)OCO4)NC(=O)[C@H](c3ccccc3)CC(=O)N2)c(OC)c1 | -0.23 |

The list continues:
| smiles | IDE exosite inh |
| --- | --- |
| CO[C@@H]1CN(C)C(=O)c2cc(NC(=O)Nc3ccccc3F)ccc2OC[C@H](C)N(CCC(F)(F)F)C[C@H]1C | 0.3 |
| CC(=O)N(C)C[C@@H]1[C@H](c2ccc(-c3ccccc3)cc2)[C@H](CO)N1C(=O)C1CC1 | 3.8 |
| O=C(C1CCCCC1)N1CC2(C1)[C@@H](c1ccccc1)[C@@H](CO)N2C(=O)c1cccnc1 | -0.094 |
| O=C1CN(S(=O)(=O)Cc2ccccc2)C[C@H]2[C@@H](c3ccc(C#Cc4ccc(F)cc4)cc3)[C@H](CO)N12 | 1.3 |
| O=C(Nc1ccccc1)N1CCCCN2[C@H](CO)[C@H](c3ccc(C#CC4CC4)cc3)[C@H]2C1 | 0.62 |
| CN(C)CC#Cc1ccc([C@H]2[C@H]3CN(C(=O)C4CCC4)CCCCN3[C@H]2CO)cc1 | 2.3 |
| CCc1cnc(N2[C@H](CO)[C@@H](c3ccccc3-c3ccccc3C)[C@@H]2C#N)s1 | -1.2 |
| C[C@@H](O)C#Cc1ccc([C@@H]2[C@H](CO)N3CCCCN(CC4CCOCC4)C[C@@H]23)cc1 | 1.4 |
| COCC(=O)N1CC(=O)N2[C@H](C1)[C@@H](c1ccc(C#Cc3cccc(OC)c3)cc1)[C@@H]2CO | -5.1* |
| COCCN(C[C@H]1[C@H](c2ccccc2)[C@@H](CO)N1C(=O)C1CCC1)C(C)=O | 3.4 |
| CCc1nc(N2[C@@H](C#N)[C@H](c3ccccc3-c3ccccc3F)[C@@H]2CO)sc1C | 4 |
| COc1cccc(NC(=O)N2[C@@H]3CNC[C@H]2C3c2ccc(-c3cccc(OC)c3)cc2)c1 (some centres undefined) | -7.3*! |
| Cc1noc(C)c1S(=O)(=O)N(C)C[C@@H]1OCc2ccccc2-c2ccccc2C(=O)N([C@H](C)CO)C[C@H]1C | -0.36 |
| COCC(=O)N1CC(=O)N2[C@@H](CO)[C@H](c3ccc(C#CC4CCCC4)cc3)[C@@H]2C1 | 2.4 |
| COc1ccc2c3c(n(C)c2c1)[C@@H](CO)N(Cc1ccc(Cl)cc1)CC31CCN(CC2CC2)CC1 | 0.25 |
| CCC(=O)N1C[C@H](O)COC[C@@H]2O[C@H](CC(=O)NC)CC[C@H]21 | -0.24 |
| COc1ccccc1NC(=O)N1CC(=O)N2[C@H](CO)[C@@H](c3ccc(C#CC(C)C)cc3)[C@H]2C1 | -2.1 |
| COc1ccccc1CNC(=O)C[C@@H]1CC[C@@H]2[C@H](COC[C@@H](O)CN2Cc2ccc3c(c2)OCO3)O1 | 0.86 |
| COc1cccc(S(=O)(=O)N2CCCCN3[C@H](CO)[C@@H](c4ccc(-c5ccccc5)cc4)[C@H]3C2)c1 | 2.5 |
| O=C(C[C@H]1CC[C@@H](NC(=O)c2ccc(F)cc2)[C@H](CO)O1)NCCc1ccccc1 | 3.6 |
| COc1ccc(S(=O)(=O)Nc2ccc3c(c2)C(=O)N([C@@H](C)CO)C[C@H](C)[C@@H](CN(C)C(=O)Nc2c(C)noc2C)OCCCC[C@@H](C)O3)cc1 | 0.66 |
| O=C(C[C@@H]1C=C[C@@H](NC(=O)Cc2ccccn2)[C@H](CO)O1)NCCc1ccncc1 | 0.25 |
| N#Cc1cccc(-c2ccc(C3[C@@H]4CN(C(=O)c5ccc6c(c5)OCO6)C[C@H]3N4)cc2)c1 (some centres undefined) | 0.22&1.1 |
| COc1cccc(S(=O)(=O)N(C)C[C@@H]2OCc3ccccc3-c3c(n(C)c4ccccc34)C(=O)N([C@@H](C)CO)C[C@H]2C)c1 | -0.74 |
| COc1ccccc1-c1ccc(C2[C@@H]3CN(C(=O)c4cccnc4)C[C@H]2N3)cc1 (some centres undefined) | -14*! |
| CN(C)C(=O)c1cccc(-c2ccc([C@H]3[C@@H](CO)N4CCCCN(S(C)(=O)=O)C[C@H]34)cc2)c1 | 1.3 |
| C[C@H]1CCCCO[C@H](CN(C)C(=O)Nc2ccc3c(c2)OCO3)[C@@H](C)CN([C@@H](C)CO)C(=O)c2cc(NS(=O)(=O)c3ccc(F)cc3)ccc2O1 | 1.2 |
| N#C[C@@H]1[C@H](c2ccc(-c3cncnc3)cc2)[C@@H](CO)N1C(=O)CN1CCOCC1 | 0.35 |
| COCC(=O)N1CC2(CCN(Cc3ccccc3)CC2)c2c([nH]c3cc(OC)ccc23)[C@@H]1CO | -0.44 |
| CNC(=O)C[C@@H]1CC[C@@H]2[C@@H](COc3ccc(NS(=O)(=O)c4ccc(F)cc4)cc3C(=O)N2C)O1 | -1 |
| C[C@H](CO)N1C[C@H](C)[C@@H](CN(C)C(=O)c2cc(Cl)cc(Cl)c2)OCc2ccccc2-c2ccccc2C1=O | -0.3 |
| O=C(C1CCOCC1)N1C[C@@H]2N[C@H](C1)C2c1ccc(-c2cccc(F)c2)cc1 (some centres undefined) | 4.2 |
| O=S(=O)(NC[C@H]1[C@@H](c2ccccc2)[C@H](CO)N1CC1CC1)c1ccccc1 | 0.88 |
| O=C(C[C@@H]1CC[C@H]2NC[C@H](O)COC[C@@H]2O1)Nc1nccs1 | -1.6 |
| CCCC#Cc1ccc([C@@H]2[C@@H](CO)N(S(=O)(=O)c3cccc(F)c3)[C@H]2C#N)cc1 | 3.9 |
| CCC(=O)NC[C@@H]1[C@@H](c2ccc(C3=CCCC3)cc2)[C@H](CO)N1C(C)=O | 0.72 |
| CCCC#Cc1ccc([C@@H]2[C@@H](C#N)N(C(=O)C3CCC3)[C@H]2CO)cc1 | -0.13 |
| O=C(Nc1ccccc1F)N1C[C@@H]2[C@H](c3ccccc31)[C@@H](CO)N2C(=O)Cc1cccnc1 | 0.31 |
| O=C(c1ccc2c(c1)OCO2)N1C[C@@H]2[C@H](c3ccccc31)[C@@H](CO)N2Cc1cccnc1 | 0.46 |
| CCS(=O)(=O)N1CCCCN2[C@H](CO)[C@H](c3ccc(-c4ccc(C#N)cc4)cc3)[C@@H]2C1 | 2.2 |
| CN1c2ccc(Br)cc2[C@H]2[C@H](CCN2C(=O)Cc2ccccc2)[C@H]1CO | 2.2 |
| O=C(Nc1cccc(F)c1)N1CC(=O)N2[C@H](CO)[C@H](c3ccc(-c4ccccc4)cc3)[C@@H]2C1 | -0.74 |
| C[C@@H]1CN([C@@H](C)CO)S(=O)(=O)c2ccc(C#Cc3cccc(F)c3)cc2O[C@H]1CN(C)S(=O)(=O)c1cn(C)cn1 | 1.7 |
| CS(=O)(=O)Nc1ccc2c(c1)[C@H]1C[C@H](CC(=O)NCc3cc(F)ccc3F)O[C@@H](CO)[C@H]1O2 | -0.9 |
| CNC[C@@H]1Oc2ncc(-c3cncnc3)cc2C(=O)N([C@H](C)CO)C[C@@H]1C | -2 |
| CN1C(=O)c2cc(NC(=O)Cc3cccs3)ccc2OC[C@@H]2O[C@H](CC(=O)NCCc3ccncc3)CC[C@H]21 | 0.45 |
| COc1ccc([C@@H]2C/C=C\C[C@@H](c3ccc4c(c3)OCO4)NC(=O)[C@H](c3ccccc3)CC(=O)N2)c(OC)c1 | 2 |
| CCNC(=O)[C@H]1[C@H](CO)[C@H]2Cn3c(ccc(/C=C/c4ccccc4)c3=O)[C@@H]1N2C(=O)c1ccncc1 | -0.14 |
| COCc1cn(CC[C@H]2CC[C@H](NC(=O)Nc3c(C)noc3C)[C@@H](CO)O2)nn1 | 0.82 |
| N#Cc1cccc(-c2ccc([C@H]3[C@@H](CO)N4CCCCN(C(=O)Nc5ccc(F)cc5)C[C@@H]34)cc2)c1 | 2.3 |

Carrying on.
| smiles | IDE exosite inh |
| --- | --- |
| C[C@H]1CN([C@@H](C)CO)C(=O)CCCn2cc(nn2)CO[C@@H]1CN(C)Cc1ccccc1 | 0.76 |
| N#C[C@H]1[C@@H](c2ccccc2)[C@H](CO)N1C(=O)CN1CCOCC1 | 4.2 |
| O=S(=O)(c1ccc(F)cc1)N1CCCCN2[C@H](CO)[C@H](c3ccc(-c4ccccc4)cc3)[C@H]2C1 | 1.4 |
| CO[C@H]1CN(C)C(=O)c2cccc(C#N)c2OCC[C@@H]2CC[C@@H](OC)[C@@H](CN(C)C(=O)[C@H]1C)O2 | -0.28 |
| O=C1NCCCOCc2cn(nn2)CC[C@@H]1Cc1ccc(-c2ccccc2)cc1 | -0.03 |
| O=C(C[C@@H]1C[C@@H]2c3cc(NC(=O)CC4CC4)ccc3O[C@@H]2[C@@H](CO)O1)NCC1CC1 | 0.84 |
| COc1ccc2c3c(n(C)c2c1)[C@@H](CO)N(C)CC31CCN(C(=O)c2cccnc2)CC1 | 0.14 |
| CCC(=O)N1CC(=O)N2[C@H](CO)[C@@H](c3ccc(C#CC4CCCCC4)cc3)[C@H]2C1 | 3.9 |
